ROC1-CUL1 inh: inhibitors of human ROC1-CUL1 ubiquitin ligase activity; in vitro K48 di-Ub FRET, acceptor:donor ratio, 45 min; E3 ubiquitin-protein ligase RBX1 (Homo sapiens) + Cullin-1 (Homo sapiens), P62877+Q13616; 140,000 tested, 0.6% active; AID 1347404, 2020; inhibition, % at 10 µM; in the data active means inhibition above about 25%
Target sequence (P62877 whole entry, looked up): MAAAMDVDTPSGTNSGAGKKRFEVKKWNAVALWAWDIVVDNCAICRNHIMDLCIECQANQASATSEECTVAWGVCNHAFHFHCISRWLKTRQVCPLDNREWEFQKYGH
Target sequence (Q13616 whole entry, looked up): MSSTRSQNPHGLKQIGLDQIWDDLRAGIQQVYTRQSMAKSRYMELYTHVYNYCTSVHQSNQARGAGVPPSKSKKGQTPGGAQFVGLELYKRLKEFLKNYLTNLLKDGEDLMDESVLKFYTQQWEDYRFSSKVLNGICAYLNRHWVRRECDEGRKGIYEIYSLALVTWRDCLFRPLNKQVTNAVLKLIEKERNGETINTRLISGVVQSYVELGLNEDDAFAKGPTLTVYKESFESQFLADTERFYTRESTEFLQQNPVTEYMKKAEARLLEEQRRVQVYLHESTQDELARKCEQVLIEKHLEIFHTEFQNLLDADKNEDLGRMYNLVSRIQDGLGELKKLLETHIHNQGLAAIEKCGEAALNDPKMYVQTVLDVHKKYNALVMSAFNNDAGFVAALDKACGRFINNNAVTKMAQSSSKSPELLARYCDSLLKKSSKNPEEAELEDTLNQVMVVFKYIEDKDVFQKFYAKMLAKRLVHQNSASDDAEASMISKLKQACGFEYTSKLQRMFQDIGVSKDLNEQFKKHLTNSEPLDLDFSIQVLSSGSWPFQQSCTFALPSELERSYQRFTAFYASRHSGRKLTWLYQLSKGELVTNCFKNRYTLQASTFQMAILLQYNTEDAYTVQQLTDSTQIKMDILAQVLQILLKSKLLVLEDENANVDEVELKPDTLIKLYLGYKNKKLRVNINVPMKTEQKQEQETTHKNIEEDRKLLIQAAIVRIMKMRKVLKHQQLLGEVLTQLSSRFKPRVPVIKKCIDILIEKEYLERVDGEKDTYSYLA
The depositor's hits bear a star. An excerpt; count on the stated rates, not on these rows.

ROC1-CUL1 inh	compound
-5	COc1cccc(NC(=O)Cn2c(=O)n(Cc3ccc(C(=O)NCc4ccc(C)cc4)cc3)c(=O)c3ccccc32)c1
-2	Cc1cc(N2CCN(c3ccccc3)CC2)n2cnnc2n1
11	COCC1CCN(C(=O)CC2C(=O)NCCN2Cc2ccccc2F)CC1 (stereo not given)
-5	CN(C)C=Nc1c(C#N)cnn1-c1ccccc1
-5	CCOC(=O)c1c(NC(=O)CCN2CCCCC2)sc2c1CCCCC2
1	CCc1ccc(C2c3c(n[nH]c3C)C(=O)N2c2ccc(C)cc2)cc1 (stereo not given)
-1	COC(=O)C(C)N1C(=O)S/C(=C/c2ccc(I)cc2)C1=O (stereo not given)
3	CC(C)c1ccc(C(C)NC(=O)c2ccncc2)cc1 (stereo not given)
3	N#CCSc1nc2c(cc1C#N)CCCC2
8	COc1ccc(-c2cc(OC(=O)c3cccc(Cl)c3)c3c(C)oc(C)c3c(=O)c2)cc1OC
-6	COc1cc(OC)c(/C=N/NC(=O)c2ccc(Br)o2)c(OC)c1
4	Cc1cccc2c1N(C(=O)c1cccc(NC(=O)C(F)(F)F)c1)CCC2

Continuation.
ROC1-CUL1 inh	compound
0	COc1ccc(CNC(=O)c2cccc(Cl)c2)cc1
7	C=Cc1ccc(Cn2c(C)c(CNCCc3ccccc3C)c(C(=O)O)c2C)cc1
-6	CCOC(=O)c1c(-c2ccc(OC)c(OC)c2)csc1NC(=O)Cc1ccccc1
4	CCC(CC)C(=O)Nc1ccc(C)cc1C
7	COc1cccc(Nc2nc(-c3ccc(Cl)cc3)cs2)c1
14	COCC(O)CNCc1c(C(=O)N2CCCCCC2)nc2cc(C)ccn12 (stereo not given)
10	O=C(N/N=C/c1cccc(Cl)c1)c1c[nH]c2ccccc12
-2	COc1ccc(C(=O)N2c3ccccc3C=CC2C#N)cc1 (stereo not given)
3	CSc1ccccc1C(=O)NCc1c(C)ncc2c1CCN(C(=O)c1coc3c1C(=O)CCC3)C2
6	CN1C(=O)/C(=C2\SC(=S)N(NC(=O)c3ccccc3)C2=O)c2cc(Br)ccc21
-2	Cc1ccc(OCc2nnc(NC(=O)c3cccs3)s2)cc1
3	CCCOc1c(Br)cc(C2NC(=O)N=C(c3ccccc3)C2C(=O)OCC)cc1OC (stereo not given)

Other entries:
ROC1-CUL1 inh	compound
1	O=C(NC1CCCC1)c1ccc(N2CCC(NCc3cnn(-c4cccc(F)c4)c3)CC2)cc1
-6	CCC(C(=O)NCc1cccc(Br)c1)n1nc(C)c2c(C)n(-c3ccccc3)nc2c1=O (stereo not given)
3	CC1=CC(C)(C)N(C(=O)Nc2ccc(F)cc2)c2ccc(C)cc21
-1	C=C(C)CNc1ccc(C(=O)N2CCN(C(C)C)C(CC)C2)cn1 (stereo not given)
0	O=C(Nc1ccc(Cl)c(C(=O)NC2CCCCC2)c1)c1ccco1
-8	O=C(Cn1nnnc1CN1CCOCC1)N[C@@H]1CCCC[C@H]1c1ccccc1
-4	COc1ccc(CNc2ccc(C(=O)O)cc2C)cc1
-2	N#Cc1c(Nc2cccc(F)c2)sc2c1NC(=O)CC2=O
6	C=CCn1c(SCC(=O)Nc2ccc(OC(F)(F)F)cc2)nc2c1c(=O)n(C)c(=O)n2C
1	CCCNC(=O)c1ccc2c(c1)CC(C)N2S(C)(=O)=O (stereo not given)
6	NCCNS(=O)(=O)c1cccc([N+](=O)[O-])c1
2	COCCN1C(=O)CC(CC(=O)N2CC3CCCC2C3)(c2ccccc2OC)C1=O (stereo not given)

Arranged by the number under ROC1-CUL1 inh (descending): four of the compounds above
ROC1-CUL1 inh	compound
6	NCCNS(=O)(=O)c1cccc([N+](=O)[O-])c1
3	CSc1ccccc1C(=O)NCc1c(C)ncc2c1CCN(C(=O)c1coc3c1C(=O)CCC3)C2
1	CCc1ccc(C2c3c(n[nH]c3C)C(=O)N2c2ccc(C)cc2)cc1 (stereo not given)
-2	N#Cc1c(Nc2cccc(F)c2)sc2c1NC(=O)CC2=O

The list continues.
ROC1-CUL1 inh	compound
3	CC(NC(=O)c1cc2ccccc2o1)c1ccccc1 (stereo not given)
7	O=S1CS(=O)c2ccccc21 (stereo not given)
2	COC(=O)c1cn(C(=O)OC(C)(C)C)c2snnc12
10	CN(Cc1ccccc1)C1(C(=O)NCCc2cnc[nH]2)Cc2ccccc2C1
0	CCCn1c(=O)c2c(nc3n(CC(C)C)c(C)cn23)n(C)c1=O
-4	Cc1cccc(C(=O)NNC(=O)C2CC2)c1
-10	COc1cccc(NC(=O)c2sc3nc(C)c(C(=O)Nc4ccc(C)cc4C)c(-c4cccs4)c3c2N)c1
1	Cc1ccc(OC(=O)CSc2nnc(-c3cccs3)o2)cc1C
-2	Cc1sc(NC(=O)c2ccc(F)cc2)c(CN2CCCC2)c1C
-7	O=C(NCc1ccc(F)cc1)c1cnc(N2CCCCC2)c2ccccc12
-1	CCOC(=O)c1ccc(CNC2CCN(c3ccc(NC(=O)COc4ccccc4)cc3)CC2)o1
4	Cn1c(=O)oc2cc(S(=O)(=O)CCC(=O)NCCc3ccccc3)ccc21

Continued:
ROC1-CUL1 inh	compound
6	NC(=O)c1ccc(-n2nnnc2Oc2ccc3ccccc3c2)cc1
11	CCN(CC)S(=O)(=O)c1cc(C)c(C)cc1OC
6	O=C(NCCC12CC3CC(CC(C3)C1)C2)C(C(F)(F)F)C(F)(F)F
3	COc1cc(CC2(CCC(=O)NCCc3ccccc3C(F)(F)F)CCC(=O)N2)ccc1F (stereo not given)
8	O=C(c1ccccc1)c1ccccc1C(=O)N1CCCC1
10	O=C(CCCC(=O)Nc1ccc2c(c1)oc1ccccc12)Nc1ccc2c(c1)oc1ccccc12
-3	Cc1c(O)c2cccnc2[nH]c1=O
6	COc1ccc(C(=O)OCc2cc(=O)n3nc(-c4cccs4)sc3n2)cc1
-2	CS(=O)(=O)NCCCCCCNS(C)(=O)=O
-2	ClC1(Cl)CC1CSc1nnc(-c2ccncc2)o1 (stereo not given)
-3	CCn1c(CNC(=O)c2ccc(OC)cc2)nnc1SCC(=O)N1CCN(C)CC1
-8	O=C(/C=C(\C1=NC=NC=CC1)[N+](=O)[O-])c1cccc(O)c1

Other structures follow:
ROC1-CUL1 inh	compound
5	CCOc1ccc(CCNC(=O)c2cn(CC)c3ccc(S(=O)(=O)N4CCCCCC4)cc3c2=O)cc1OCC
1	Cc1nc(N2CCOCC2)c2c(C(=O)N(C)c3ccccc3)c(C)oc2n1
6	Cc1ccc(NC(=O)CN2C(=O)c3ccccc3C2=O)cc1
-4	CC(C)C(=O)Nc1ccc(S(=O)(=O)N2CCCCC2C)cc1 (stereo not given)
-7	O=C1OC(c2ccc(Cl)cc2)=N/C1=C\c1c(OCc2ccccc2)ccc2ccccc12
3	Cc1ccc(-n2nnnc2CNC(=O)c2ccc(F)cc2)cc1C
8	Cc1sc2nc(SCC(=O)Nc3ccccc3Cl)n(-c3ccccc3)c(=O)c2c1C
2	C=CCOc1cccc(NC(=O)C2CCCCC2)c1
-14	CSC1=NNC2c3cccn3C3=C(SC4NC(c5ccccc5)NC(C)C34)N12 (stereo not given)
-12	CCN1CCN(C(=O)c2ccc3oc(-c4cccc(F)c4)nc3c2)CC1
0	CC(=O)Oc1c(/C=N\N(C)c2ccccc2)sc2ccccc12
3	O=C(Cn1ncc2cccnc21)Nc1ccnn1CC1CCCCC1

Carrying on.
ROC1-CUL1 inh	compound
1	Cc1oc2ncn(C)c(=O)c2c1C(=O)N(Cc1ccccc1)C(C)C
-4	CCOc1ccc(N2CC(c3nc4ccccc4n3Cc3ccccc3F)CC2=O)cc1 (stereo not given)
9	O=C(Cc1ccccc1Cl)N1CCN(c2ncccn2)CC1
-3	CC1=Nc2nc(-c3ccco3)nn2C(c2ccccc2)C1C(=O)Nc1ccccc1 (stereo not given)
-3	COc1ccc(C(C#N)N2N=C(c3ccccc3)CC2c2ccccc2)cc1 (stereo not given)
-2	COc1ccc(N=c2sc(C)c(-c3ccc(Cl)cc3)n2CCO)cc1
-4	Cc1ccc(C(=O)COC(=O)C2CC(=O)N(c3nc(-c4cccc(Cl)c4)c(C)s3)C2)cc1 (stereo not given)
-1	Cc1ccc(/C=C2\SC(=S)N(CC(=O)NNC(=O)c3ccccc3O)C2=O)cc1
7	CCN(CCNc1ccc(Cl)cc1[N+](=O)[O-])C(=O)c1cc([N+](=O)[O-])c(N(C)C)cc1OC
-2	CC(C)(C)NC(=O)CSc1nnc2c(n1)-c1cccc3cccc-2c13
-5	CC(C)CCNC(=O)CN1C(=O)COc2ccc(S(=O)(=O)N3CCOCC3)cc21
4	O=c1c(=O)n(-c2ccccc2)ccn1Cc1c(F)cccc1Cl

(list continues)
ROC1-CUL1 inh	compound
1	CC(C)CNC(=O)c1ccc(Cl)cc1
0	COc1ccc(CNC(=O)c2sc3nc(-c4cccs4)ccc3c2N)cc1OC
1	COc1ccccc1OCCn1c(C(C)Oc2ccccc2)nc2ccccc21 (stereo not given)
6	COC1CCCN(c2ccc(C(=O)NCCCc3ccccn3)cn2)C1 (stereo not given)
-4	Cc1cccc(-c2n[nH]c(-c3cccc(C)c3)n2)c1
4	CCc1cccc(C)c1NC(=O)C(C)C
0	O=C(COc1ccccc1)Nc1ccc(N2CCC(NC[C@H]3CCc4ccccc4O3)CC2)cc1
-2	C=CCNCCOc1ccc2ccccc2c1
-2	O=C(c1ccccc1)N1CCN(c2ncnc3c2cnn3Cc2ccc(Cl)cc2Cl)CC1
-2	Cc1ccc(N2C(=O)/C(=C/c3ccc(-c4ccccc4)o3)C(=O)NC2=S)cc1Cl
-4	Cc1nccn1-c1ccc(NC(=O)C2CCCN2Cc2ccoc2)cc1 (stereo not given)
11	Cc1ccccc1C(=O)Nc1cnc2ccccn2c1=O

(continued)
ROC1-CUL1 inh	compound
-3	Cc1ccc(N2C(=O)c3ccc(C(=O)Nc4ccc(OC(F)(F)F)cc4)cc3C2=O)c(C)c1
3	CCc1ccc(NC(=O)CN2C(=O)CSc3ccc(S(=O)(=O)N(C)C)cc32)cc1
-2	Cc1cccc(C)c1OCC(=O)Nc1sc2c(c1C(=O)NCC1CCCO1)CCCC2 (stereo not given)
-6	CCn1c2ccccc2c2cc(NS(=O)(=O)CC)ccc21
-1	O=C(O)CCCC(=O)Nc1ccc(C(=O)O)cc1
-7	Cc1ccc2[nH]c(=O)cc(C(=O)O)c2c1
7	CC1(C)CC(=O)C(C=Nc2ccc3c(c2)CCC3)C(=O)C1
-5	COc1ccc(C(=O)Nc2ccc(OCc3cc(=O)n4ccccc4n3)cc2)cc1
-1	Cc1ccc(Cn2c(=O)c3c(nc4n(CCO)c(C)c(C)n34)n(C)c2=O)cc1
-14	COc1ccc(C2=C(C)C(=O)N(Cc3ccc(C(=O)NCc4cccc(C)c4)cc3)S2(=O)=O)cc1
17	CCN1CCN(S(=O)(=O)c2ccc(OC)c(C(=O)N3CCCCCC3)c2)CC1
0	Cc1c(C(=O)N2CCC(C)CC2)c(S(=O)(=O)N2CCN(c3cccc(Cl)c3)CC2)c(C)n1C

Structures listed so far that contain a nitro group on carbon:
ROC1-CUL1 inh	compound
6	NCCNS(=O)(=O)c1cccc([N+](=O)[O-])c1
-8	O=C(/C=C(\C1=NC=NC=CC1)[N+](=O)[O-])c1cccc(O)c1
7	CCN(CCNc1ccc(Cl)cc1[N+](=O)[O-])C(=O)c1cc([N+](=O)[O-])c(N(C)C)cc1OC

Further results:
ROC1-CUL1 inh	compound
4	CCCN1C(C(=O)c2ccccc2)=C(OC(=O)c2ccc(OC)cc2)c2ccccc2S1(=O)=O
-9	COC(=O)c1ccc(COC(=O)c2cc(Br)ccc2NC(C)=O)cc1
2	O=C(Nc1ccc(-c2nc3ccccc3s2)cc1)c1ccc(S(=O)(=O)N2CCCCC2)cc1
-1	CC1=NC(C)(C)Cc2cc(C)c(C)cc21
4	CCOC(=O)C1(Cc2ccc(OC)cc2)CCN(C(=O)CCCC(=O)OC)CC1
-1	COc1cc(C(F)(F)F)ccc1C(=O)Nc1cccc(N2CCOCC2)c1
6	Cc1cc(C)c2nc(SCC(=O)N3CCCCC3)cc(C)c2c1
4	COc1ccc(F)c(-c2nc(CN3CCSCC3)c(C)o2)c1
2	O=C1NN(c2ccc(Br)cc2)C(=O)/C1=C\c1cc2c(cc1Br)OCO2
-5	CCOC(=O)c1c(NC(=O)c2ccccc2)sc([N+](=O)[O-])c1-c1ccccc1
-4	CCn1ccnc1CN(C)C(=O)c1cc(Cn2ccc3ccccc32)[nH]n1
4	Cc1nc2ccccc2c(=S)n1-c1ccccc1

Later entries.
ROC1-CUL1 inh	compound
8	COc1cccc(C(=O)Nc2cccc(NC(=O)c3cc(F)c(F)cc3Cl)c2)c1
3	COc1ccc(C2C3=C(CCCC3=O)OC(=N)C2C#N)cc1COc1cccc(C(F)(F)F)c1 (stereo not given)
2	CC(=O)c1ccc(Nc2cc(C)nc3nc(Cc4ccccc4)nn23)cc1
7	Cc1oc(C)c2c(=O)cc(-c3ccc4c(c3)OCO4)cc(OC(=O)c3ccccc3Cl)c12
3	CC(C)(C)c1ccc(OCC(=O)NC(Cc2c[nH]c3ccccc23)C(=O)O)cc1 (stereo not given)
-3	N=c1ccn(CC(=O)c2ccc(-c3ccccc3)cc2)cc1
-3	CC(C)C(NS(=O)(=O)c1ccccc1)C(=O)NN (stereo not given)
6	COC(=O)c1cc2c(C)[nH]c(C)c2cc(C(=O)OC)c1=O
-9	COc1ccc(S(=O)(=O)N2CCN(C/C=C/c3ccccc3)CC2)c2ccccc12
-6	Cc1nnc(SCC(=O)NCc2ccccc2F)c2nn(-c3ccc(Cl)cc3)c(C)c12
-1	CSc1ccc(CC2(CCC(=O)NC(C)c3cnn(-c4ccccc4)c3)CCC(=O)N2)cc1 (stereo not given)

Seven structures already listed, sorted by molecular weight, largest number first.
ROC1-CUL1 inh	compound
0	COc1ccc(CNC(=O)c2sc3nc(-c4cccs4)ccc3c2N)cc1OC
8	COc1cccc(C(=O)Nc2cccc(NC(=O)c3cc(F)c(F)cc3Cl)c2)c1
4	COc1ccc(F)c(-c2nc(CN3CCSCC3)c(C)o2)c1
-2	Cc1cc(N2CCN(c3ccccc3)CC2)n2cnnc2n1
7	CC1(C)CC(=O)C(C=Nc2ccc3c(c2)CCC3)C(=O)C1
0	COc1ccc(CNC(=O)c2cccc(Cl)c2)cc1
1	CC(C)CNC(=O)c1ccc(Cl)cc1

Compound activity: PubChem, Icahn School of Medicine at Mount Sinai
